T cell HTS: modulators of CD8 T cell-vesicle binding, primary screen, mouse 2C CD8+ T cells, flow cytometry; AID 2052, 2009; 2C CD8+ T cell-vesicle binding; active compounds read low; calls only at 7 µM; 330,000 compounds, 0.068% hits;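 active = response, share of CD8 T cells binding vesicles, and their 90th percentile fluorescence all below set limits, cut at about 80% in these data, passing the limit was not always enough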
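Assay system – 2C mouse CD8+ T cells · Also added – QL9-loaded Drosophila micro-vesicles · Timing – Cell–vesicle co-incubation 1.5 h at 37 °C, staining 20 min on ice · Signal – flow cytometry of vesicle-bound cells · Measure – percent CD8+ FL2 mean versus row control · Controls – Peptide-free naked vesicles (low) and QL9 vesicles with 0.7% DMSO vehicle (high)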
b-catenin transl: modulators of beta-catenin nuclear translocation, primary screen, imaging, HeLa cells, immunofluorescence, high-content. 190,000 compounds, 0.3% hits. nuclear translocation activity, % at 5 µM. AID 1665, 2009;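 active = nuclear translocation activity above 50% at 5 µM, with a well cell count of 50 or more; inconclusive = wells under 50 cells across six images, flagged as toxic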;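 also: per-cell ratio of nuclear to cytoplasmic median beta-catenin stain intensity; plate controls were DMSO negative control for no effect and GSK-3 inhibitor IX positive control for full effect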
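test system = HeLa cells, endogenous beta-catenin | dosing = single 5 µM dose plus 0.02–20 µM confirmation series | times = compound treatment 24 h, 37°C, 5% CO2 | technique = beta-catenin immunofluorescence imaging with DAPI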
WT yeast gro inh: growth inhibition of WT strain, primary screen, mitochondrial fusion inhibitor project, WT and mutant strains, chemical genetic; AID 1362, 2008; mitochondrial fusion phenotypic screen; inhibition, % at 10 µM; 190,000 compounds, 2.1% hits; in the data active = inhibition above about 58%; tested in S. cerevisiae
Rac1 GTP hydrolysis: MgcRacGAP GTPase-activating activity inhibitors, confirmation, biochemical, ADP Hunter fluorescence; AID 624330, 2012; MgcRacGAP-stimulated Rac1 GTP hydrolysis, ADP Hunter fluorescence; higher % means a stronger effect; GST-tagged Rac1 F28L mutant substrate; Rac GTPase-activating protein 1 (Homo sapiens); 340,000 compounds, 0.6% hits; inhibition, % at 30 µM; hits with a dose series show IC50 in µM;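 active = first-screen hits whose inhibition reached a set limit at any dose in the follow-up dose series; inconclusive = inhibition above the set first-screen limit but never retested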;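 also: fluorescence reports GDP produced by GAP-driven GTP hydrolysis; strong numbers were not always called active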
Large T inhibition: SV40 large T antigen inhibitors, biochemical (AID 1903); 310,000 compounds, 0.39% hits; SV40 large T antigen ATPase/helicase inhibition assay; higher % means a stronger effect; one-dose inhibition, % at 20 µM; IC50 in µM for titrated hits; in the data active = a potency from the dose series; inconclusive = inhibition mostly from about 32% at the one dose, without a potency; inactive = the rest, 99 in 100 with inhibition below about 32%; also: strong numbers were not always called active
Myeloid diff 2: induction of myeloid progenitor differentiation, primary screen, cell-based, flow cytometry, MLPCN library; 360,000 compounds, 1% hits; ER-HoxA9 myeloid progenitors, lysozyme-GFP differentiation; calls only at 10 µM;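 active = normalized GFP-positive differentiation at or above the plate's own cutoff, the solvent-only control mean plus 3 SD; inconclusive = no clear call, values can overlap the other calls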;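 also: cells exposed to compound for four days before flow analysis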
Salmonella PhoP GFP: inhibitors of PhoP regulon expression, primary screen, Salmonella Typhimurium, GFP reporter (AID 1863); S. Typhimurium PhoP-regulated promoter GFP reporter, 4 h; higher % means a stronger effect; inhibition, % at 50 µM, or IC50 in µM where a hit was titrated; 300,000 compounds, 0.16% hits;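 active = inhibition over 29.93%, a cutoff 3 SD above the screen mean, later confirmed by dose response; inconclusive = inhibition over 29.93% but no dose response follow-up; inactive = inhibition at most 29.93% or unconfirmed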;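 also: 0% = low Mg2+ inducing control and 100% = high Mg2+ repressing control; strong numbers were not always called active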
RSV CPE inhibition: RSV antiviral activity via CPE protection, HEp-2 cells, primary 10 µM value included (AID 2391); one-dose CPE inhibition, % at 10 µM; IC50 in µM for titrated hits; HEp-2 cells, RSV-induced CPE inhibition; higher % means a stronger effect; 310,000 compounds, 0.13% hits; in the data active = a potency from the dose series; inconclusive = CPE inhibition mostly from about 23% at the one dose, without a potency; inactive = the rest, 99 in 100 with CPE inhibition below about 21%; also: strong numbers were not always called active
West Nile antiviral: West Nile virus antiviral activity, cell-based, CPE readout (AID 1621) | West Nile virus-infected cells, CPE inhibition; higher % means a stronger effect | 290,000 compounds, 0.02% hits | CPE inhibition, % at 10 µM, or IC50 in µM where a hit was titrated; in the data active = a potency from the dose series; inconclusive = CPE inhibition mostly from about 3.7% at the one dose, without a potency; inactive = the rest, 99 in 100 with CPE inhibition below about 2.2%; also: strong numbers were not always called active
WT yeast gro inh mutant strain: further read-out of WT yeast gro inh, marked with its call; inhibition, %; mitochondrial fusion phenotypic screen, mutant strain inhibition
b-catenin transl cell count 5 µM: second read-out of b-catenin transl, no call of its own (marks repeat the call); cell count; measured here: cell count, cytotoxicity flag
T cell HTS vesicle-bound %: further read-out of T cell HTS, marked with its call; double positive events, %; measured here: CD8+ vesicle-bound cell fraction;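 binding gate set so that unloaded-vesicle control wells show 10% double positive cells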
Myeloid diff 2 GFP+ MAC1+ %: further read-out of Myeloid diff 2, marked with its call; GFP+ MAC1+ double positive, %; measured here: differentiation confirmed by MAC1 staining
* = called active by the depositor; i = inactive; ? = inconclusive; · = not tested or not shown; + = active, no number; & = joins results of further samples. This is a subset; count on the stated rates, not on these rows.

Results follow in this order: T cell HTS	T cell HTS vesicle-bound %	b-catenin transl	b-catenin transl cell count 5 µM	WT yeast gro inh	WT yeast gro inh mutant strain	Rac1 GTP hydrolysis	Large T inhibition	Myeloid diff 2	Myeloid diff 2 GFP+ MAC1+ %	Salmonella PhoP GFP	RSV CPE inhibition	West Nile antiviral
[1] CN1CCC(O)(c2ccccc2)C(C(=O)c2ccccc2)C1 (stereo not drawn)
    i	40	-5.9	775	8	-2	2%	4%	i	0.2	5%	1.1%	?
[2] O=P1(NCc2ccco2)COc2ccccc2OC1
    i	58	-0.1	818	-15	-9	3%	10%	i	0.1	-18%	1.0%	0.1%
[3] C=C1C(=O)[C@@]23C[C@H]4[C@@H]5[C@@]6(C)CCC[C@@]57[C@@H]2[C@@H](O)[C@@H]1C[C@H]3[C@H]7N4C6
    i	40	·	·	·	·	-1%	8%	i	12	8%	·	?
[4] CN(C)CC1CSCCC1(O)c1cccc(Cl)c1 (stereo not drawn)
    i	30	-0.2	494	-17	-16	8%	-2%	i	1.3	-6%	0.4%	0.2%
[5] CN(C)S(=O)(=O)c1cc(NC(=O)COC(=O)Cc2ccccc2)ccc1Cl
    i	44	-4.7	565	12	6	3%	1%	i	0.5	12%	0.5%	0.1%
[6] O=C(NCCN1CCCCC1)c1ccc(Cl)nc1Cl
    i	48	-1.1	1075	-11	-2	0%	4%	i	0.1	-7%	0.6%	-0.1%
[7] O=C(CCN1CCOCC1)Nc1ccc(Br)cc1C(=O)c1ccccc1
    i	40	·	·	·	·	13%	13%	i	0.7	5%	0.6%	-0.4%
[8] O=C(NC(=S)N1C[C@H]2C[C@H](C1)c1cccc(=O)n1C2)c1ccc(Cl)cc1
    i	30	·	·	·	·	3%	11%	i	2.1	3%	0.5%	0.6%
[9] Cc1cc(OC(C)C(=O)N[C@H](C(=O)O)c2ccccc2)c2c3c(c(=O)oc2c1)CCC3 (stereo partly drawn)
    i	53	·	·	·	·	6%	27%	i	3.3	-3%	1.7%	-0.1%
[10] COc1ccc(CCn2c(O)c(C=Nc3ccc(F)cc3)c(=O)[nH]c2=O)cc1OC
    i	16	-1.2	1138	·	·	·	7%	i	0.2	0%	·	-0.4%
[11] CCCC(C)C1(CC)C(=O)NC(=O)N=C1N (stereo not drawn)
    i	62	-1.8	945	-3	20	2%	9%	i	0.3	-9%	1.7%	0.2%
[12] N#CC(C#N)=Cc1ccc(N2CCCC2)cc1
    i	20	1.1	1103	4	-3	11%	3%	i	0.3	3%	18%	0.1%
[13] Cc1ccc2ccccc2c1NC(=O)CNC1CCCCC1
    i	29	0.0	1377	-27	-13	5%	12%	i	0.7	11%	0.1%	0.1%
[14] CC(C)Cc1nnc(NC(=O)CCC(=O)N2CCC3(CC2)OCCO3)s1
    i	36	-0.6	1257	·	·	2%	6%	i	0.4	0%	-0.3%	0.4%
[15] CC(=O)OC1CC[C@@]2(C)C(=CC(=O)C3C4CCC(OC(C)=O)[C@@]4(C)CCC32)C1 (stereo partly drawn)
    i	39	·	·	·	·	8%	11%	i	0.4	·	1.6%	·
[16] Cc1nc2ccc(P(=O)(O)O)cc2s1
    i	68	-2.1	1089	3	2	·	-3%	·	·	3%	3.4%	-0.2%
[17] O=C(Cc1ccccc1[N+](=O)[O-])N1CCN(Cc2ccc3c(c2)OCO3)CC1
    i	32	0.7	942	5	3	·	6%	i	0.1	-1%	-0.5%	-1.2%
[18] Cc1ccsc1CNCCc1ccc(F)cc1
    i	54	·	·	·	·	7%	7%	i	0.1	11%	-1.3%	-0.7%
[19] O=C(Cc1cc(=O)[nH]c(=O)[nH]1)N1CCN(CCO)CC1
    ·	·	-2.4	1107	-5	13	3%	8%	i	1.7	-15%	·	-0.2%
[20] CCN(C(C)=O)c1cccc(-c2ccnc3c(C#N)cnn23)c1
    ·	·	-2.8	1155	-9	5	·	4%	·	·	-4%	·	·
[21] CN1CCN(c2ccc([N+](=O)[O-])c(Sc3ccccn3)c2)CC1
    i	40	-0.6	1282	·	·	3%	10%	i	0.0	1%	0.1%	-0.1%
[22] O=P(CCl)(Nc1ccccc1)C(Cl)(Cl)Cl (stereo not drawn)
    i	44	1.9	1066	-17	12	5%	27%	i	0.6	-8%	1.2%	0.3%
[23] CCn1cc(C(=O)c2ccccc2)c2ccccc21
    i	35	·	·	-1	3	7%	23%	i	0.6	6%	16%	0.2%
[24] CC1=NN(c2ccccc2)C(=O)C1/C=C1\C(=O)NC(=O)N(c2cc(C)cc(C)c2)C1=O (stereo not drawn)
    i	35	3.7	395	-8	3	2%	10%	i	0.9	-7%	0.2%	0.0%
[25] CCC(C)C1N=C(c2ccccc2)c2cc(Cl)ccc2N(CC(=O)NCc2ccco2)C1=O (stereo not drawn)
    i	33	·	·	11	7	13%	-2%	i	2.0	0%	0.6%	0.8%
[26] CCOC(=O)C1CCN(C=C2C(=O)N(C)C(=S)N(C)C2=O)CC1
    i	4	·	·	-4	-6	3%	14%	i	1.8	0%	1.0%	-0.7%
[27] O=P(NS(=O)(=O)c1ccccc1)(Oc1ccccc1)Oc1ccccc1
    i	20	-2.2	1052	13	16	2%	11%	i	4.6	-8%	-0.9%	0.5%
[28] O=c1c2ccccc2nc(-c2ccco2)n1-c1ccccn1
    i	1	-3.9	1132	11	2	9%	3%	i	1.4	-3%	2.1%	0.2%
[29] COC(=O)C1=C(c2cccc(C#N)c2)C[C@@H]2CC[C@H]1N2C(=O)N1CCc2cc(OC)c(OC)cc2C1
    i	14	·	·	·	·	7%	·	i	1.2	·	1.4%	·
[30] COc1cc(N)c(Cl)cc1C(=O)NC1CN2CCC1CC2 (stereo not drawn)
    i	27	-0.4	1081	-1	12	·	22%&-3%	·	·	-4%&-5%	-1.1%	-0.4%
[31] O=C(CNC(=O)OCc1ccccc1)Nc1ccc(Br)cc1C(=O)c1ccccc1
    i	14	2.9	1373	52	21	4%	3%	i	0.8	3%	0.3%	-0.1%
[32] Cc1c(N=Cc2c(O)n(CCc3ccccc3)c(=O)[nH]c2=O)c(=O)n(-c2ccccc2)n1C
    i	36	0.0	991	-13	-11	11%	22%	i	1.5	1%	-1.1%	0.1%
[33] O=c1[nH]c(=O)n(-c2ccccc2F)c(O)c1/C=C1\C=Nc2ccccc21
    i	61	·	·	·	·	?	20%	i	0.1	-4%	3.6%	-0.3%
[34] CN1CCN(c2ccc(C(F)(F)F)cc2N)CC1
    i	45	0.8	1084	-8	-16	-14%	2%	i	0.5	7%	0.5%	0.0%
[35] CC(Oc1ccc(-c2ccccc2)cc1)C(=O)O (stereo not drawn)
    i	17	-0.7	1402	-7	10	9%	1%	i	0.6	-3%	0.9%	-0.5%
[36] O=C1NC(=O)C(CCc2ccncc2)(Cc2ccc3c(c2)OCO3)C(=O)N1CCc1ccccc1 (stereo not drawn)
    i	41	1.9	1109	33	-8	2%	1%	+	4.2*	3%	-1.7%	0.3%
[37] CCC1(c2cccc(O)c2)CCCCN(C)C1 (stereo not drawn)
    i	33	·	·	·	·	1%	9%	i	1.0	1%	-0.6%	·
[38] NCCc1ccc(O)cc1
    i	27	0.7	940	-3	10	4%	17%	i	5.2	3%	-1.3%	0.2%
[39] O=C1NC(=O)N(CC2CCCO2)C(=O)/C1=C/c1cccs1 (stereo not drawn)
    i	49	0.4	1294	·	·	27%	34%	i	0.3	-7%	·	1.3%
[40] CCN(CC)CCCN=Cc1c(O)n(-c2cccc(C)c2C)c(=O)[nH]c1=O
    i	22	1.1	1188	8	-16	3%	14%	+	3.6*	-7%	1.9%	1.6%
[41] COc1ccc(C[C@H]2NC[C@H](O)[C@H]2OC(C)=O)cc1
    i	30	·	·	·	·	-2%	?	?	·	0%	-1.5%	-0.3%
[42] Cn1c(O)c(C=NCCCN2CCCC2=O)c(=O)n(C)c1=O
    i	11	-0.2	920	-7	9	8%	18%	i	2.7	-3%	0.6%	-0.6%
[43] CC1(C)C[C@H]2C=C(C=O)[C@]3(C=O)C[C@]3(C)[C@H]2C1
    i	26	5.4	472	80	93	-4%	?	?	·	7%	·	-1.7%
[44] Cc1ccc2c(c1)C1CN(C)CCC1N2C(=O)/C=C/c1ccc2c(c1)OCO2 (stereo not drawn)
    i	56	12	901	3	13	16%	7%	i	0.6	0%	1.2%	-0.1%
[45] Cc1cc(O)c(CN2CCN(c3ccccc3)CC2)cc1C
    i	61	3.4	1001	-7	-25	3%	6%	i	0.7	8%	0.1%	-0.3%
[46] C[C@@H]1CN(C2CCC(C#N)(c3ccc(F)cc3)CC2)CC[C@]1(C(=O)O)c1ccccc1 (stereo partly drawn)
    i	48	·	·	·	·	7%	18%	i	2.1	-9%	-1.4%	·
[47] COC(=O)C1=C(c2ccc(OC(F)(F)F)cc2)C[C@@H]2CC[C@H]1N2C(=O)NCCOc1ccccc1Cl
    i	32	·	·	·	·	7%	·	i	1.7	·	0.1%	·
[48] CC[C@]12C=CCN3CCC4(c5cc(Br)c(OC)cc5N(C)C4[C@@](O)(C(=O)OC)[C@@H]1OC(C)=O)C32 (stereo partly drawn)
    i	11	-0.9	1121	13	2	0%	35%	i	0.0	0%	0.4%	-1.2%
[49] C=C(C)[C@@H]1C2C(=O)O[C@H]1[C@H]1OC(=O)[C@@]34OC3C[C@]2(O)[C@@]14C (stereo partly drawn)
    i	21	·	·	·	·	0%	6%	i	2.6	1%	-1.8%	·
[50] COC(=O)C1=C(c2cc3ccccc3s2)C[C@@H]2CC[C@H]1N2C(=O)NCC1CC1
    i	19	·	·	·	·	6%	12%	i	6.2	-11%	-0.6%	-1.1%
[51] COc1ccc2c3c1OC1C(O)C=CC4C(C2)[N+](C)(C)CCC341 (stereo not drawn)
    i	47	·	·	·	·	4%	1%	i	1.2	7%	1.5%	-0.3%
